GAA glycogen = alters human alpha-glucosidase cleavage of glycogen. actives 0.38% (n = 300,000). recombinant GAA, glycogen substrate, Amplex Red glucose oxidase fluorescence. P10253. Potency, µM (highest dose often 76.4 µM), without a hit: at the highest dose activity change, negative = inhibition, most hits filed as inhibitors;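 note: potency is the fitted concentration of half-maximal effect; 0% = full enzyme reaction and -100% = no-enzyme basal signal; the screen sought inhibitors and activators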
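Recombinant human alpha-glucosidase (4 nM final) hydrolysed bovine liver glycogen (30 ug) for 40 min at 37 C in pH 5.0 citrate/phosphate with 0.01% Tween-20. Released glucose detected by glucose oxidase/Amplex Red, Ex 573/Em 610 nm. Compounds up to 77 uM; AC50 from Hill fits.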
CBFb RUNX1 block = CBF-beta/RUNX1 interaction disruption. Q01196+Q13951. AlphaScreen CBFb-His/RUNX1-biotin binding, biochemical. Potency, µM (series often up to 59.8 µM), for inactives: at the top dose activity, negative = inhibition, hits mostly inhibitors. 230,000 tested, under 10 active. AID 1477; note: % of control where 0% means no effect
Target sequence (Q01196 whole entry, looked up): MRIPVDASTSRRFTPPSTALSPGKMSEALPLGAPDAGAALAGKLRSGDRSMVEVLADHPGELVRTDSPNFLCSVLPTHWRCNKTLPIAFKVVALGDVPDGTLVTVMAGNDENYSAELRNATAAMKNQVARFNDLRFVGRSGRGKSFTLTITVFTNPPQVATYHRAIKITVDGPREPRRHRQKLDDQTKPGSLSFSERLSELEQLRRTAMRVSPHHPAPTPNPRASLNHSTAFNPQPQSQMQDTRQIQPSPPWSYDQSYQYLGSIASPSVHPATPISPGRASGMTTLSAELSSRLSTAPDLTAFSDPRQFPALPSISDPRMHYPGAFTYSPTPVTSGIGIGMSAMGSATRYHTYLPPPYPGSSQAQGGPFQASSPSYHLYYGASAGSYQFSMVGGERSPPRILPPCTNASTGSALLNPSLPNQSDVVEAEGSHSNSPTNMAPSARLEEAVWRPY
Target sequence (Q13951 whole entry, looked up): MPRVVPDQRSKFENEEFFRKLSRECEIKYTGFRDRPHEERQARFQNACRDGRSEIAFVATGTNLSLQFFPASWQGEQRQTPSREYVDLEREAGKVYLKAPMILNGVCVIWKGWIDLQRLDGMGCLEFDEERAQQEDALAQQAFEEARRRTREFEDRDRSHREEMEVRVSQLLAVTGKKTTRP
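Proteins preincubated together for 20 min at RT before compound addition; 15 min later, nickel and streptavidin beads were added and left 90 min prior to AlphaScreen measurement.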
Lamin A splicing = changes lamin A minigene splicing in HeLa cells; HeLa LMNA splicing GFP/RFP minigene ratio, 48 h; Potency, µM (series often up to 46.1 µM), without a hit: top-dose ratio change, negative = inhibition, hits mostly inhibitors; actives 0.01% (n = 200,000); active = well fitted inhibition curve with a large enough effect in the signal ratio, with a control signal flat, not every such curve was filed as active; inconclusive = small, poorly fitted or top-dose-only effect, or effect the other way, or a change in a side signal; the % refers to the signal ratio; note: potency is the fitted concentration of half-maximal effect; % is set by controls: 0 for no effect and ±100 for the full control effect
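Read-out is the ratio of GFP to DsRed2 object intensity, acquired by 488 nm laser-scanning cytometry on HeLa lamin A-EGFP minigene reporter cells. Compound incubation 48 hrs at 37 °C in Opti-MEM with 2% FBS; DMSO 0.5% final.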
aGlu spleen mod = lysosomal alpha-glucosidase (human) modulation; human spleen homogenate, 4-MU-alpha-glucoside fluorescence; actives 0.006% (n = 240,000); Potency, µM (highest dose often 79.9 µM), for the others: at the highest dose activity change, negative = inhibition, usual class: inhibitors; P10253;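 note: potency is the fitted concentration of half-maximal effect; 0% = enzyme with vehicle and -100% = no enzyme basal signal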
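AC50 values come from Hill-equation fits of concentration-response data, normalized to no-enzyme and full-activity controls. Enzyme source: 1 ug human spleen homogenate; 1 mM fluorogenic 4-MU glucoside, pH 5.0 citrate buffer, 37 C, 40 min.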
Numbers without * were called inactive; ? = inconclusive; / = no result given. Unless noted, calls come from the whole dose curve; as a rule, active = well fitted curve in the direction sought with a large enough effect; inconclusive = small, poorly fitted or top-dose-only effect, or another doubt; inactive = no such curve, though single readings can be large; an effect the other way counts as inactive or inconclusive. A portion of the library (hit frequency here may not be typical).

1) CCC[C@@H]1NC(=O)[C@@H](NC(C)=O)CSSC[C@@H](C(N)=O)NC(=O)CNC(=O)[C@H](Cc2c[nH]c3ccccc23)NC(=O)[C@H](CCCN=C(N)N)NC(=O)[C@H](Cc2ccc3ccccc3c2)NC(=O)[C@H](Cc2cnc[nH]2)NC(=O)[C@H](CCCN=C(N)N)NC1=O
2) CC1OC(OCC2OC(Oc3c(-c4ccc(O)c(O)c4)oc4cc(O)cc(O)c4c3=O)C(O)C(O)C2O)[C@@H](O)C(O)C1O (stereo not given in full)
3) COc1ccc(/C=C/c2cc(O)cc(O[C@H]3OC(CO)C(O)C(O)C3O)c2)cc1 (stereo not given in full)
4) COC(=O)C1OC(=O)C2OC23[C@]2(C)C(OC(C)=O)CC4C(C)(C)C(=O)CC[C@]4(C)C2CC[C@@]13C (stereo not given in full)
5) COC1C(O)C(CO)OC1n1c(Br)nc2c(=O)[nH]c(N)nc21 (stereo not given)
6) Nc1nc2c(ncn2C2OC(COC(=O)c3ccccc3)C(OC(=O)c3ccccc3)C2OC(=O)c2ccccc2)c(=O)[nH]1 (stereo not given)
7) CC(C)CCCC(C)C1CCC2C3CC=C4CC(=O)CC[C@@]4(C)C3CC[C@@]12C (stereo not given in full)
8) CC(=O)OC1CC2C(C)(C)C(=O)[C@@H]3OC3[C@@]2(C)C2CC[C@]3(C)C(=CC(=O)OC3c3ccoc3)[C@]12C (stereo not given in full)
9) CC(=O)Oc1c(C)cccc1C(=O)O
10) CC(CCC(=O)O)C1CCC2C3C(O)C[C@@H]4CC(O)CC[C@@]4(C)C3CC(O)[C@]12C (stereo not given in full)

| screen / no. | 1 | 2 | 3 | 4 | 5 | 6 | 7 | 8 | 9 | 10 |
| --- | --- | --- | --- | --- | --- | --- | --- | --- | --- | --- |
| GAA glycogen | / | / | / | / | / | / | / | / | / | / |
| CBFb RUNX1 block | 15% | / | / | / | / | / | / | / | / | / |
| Lamin A splicing | / | -6% | -13% | 4% | -5% | ? | 13% | 14% | ? | ? |
| aGlu spleen mod | 3% | -14% | -6% | 4% | 6% | -3% | -8% | 3% | -8% | -9% |

11) COc1ccc(C(=O)c2ccccc2)c(O)c1O
12) COc1ccc(-c2c(O)c3c(OC)c4c(cc3oc2=O)OC(C)(C)C=C4)cc1
13) CC(N)(Cc1ccc(O)c(O)c1)C(=O)O (stereo not given)
14) COC1(C)CCC2OC2(C)CCC2C1CC2(C)C (stereo not given)
15) CC12CCCC(O)(C1)C1CC(C)(C)C1CC2 (stereo not given)
16) C=C(C)C1CC[C@]2(CO)CC[C@@]3(C)[C@H](CCC4[C@@]5(C)CCC(O)C(C)(C)C5CC[C@@]43C)C12 (stereo not given in full)
17) C=C1CCC(OC(C)=O)/C(C)=C/CC2[C@H]1CC2(C)C (stereo not given in full)
18) CC(=O)c1ccc[nH]1
19) COc1cc(O)ccc1C(C)=O
20) Nc1ncnc2c1[nH]c(=O)n2C1OC(CO)C(O)C1O (stereo not given)

| screen / no. | 11 | 12 | 13 | 14 | 15 | 16 | 17 | 18 | 19 | 20 |
| --- | --- | --- | --- | --- | --- | --- | --- | --- | --- | --- |
| GAA glycogen | / | / | / | / | / | / | / | / | / | / |
| CBFb RUNX1 block | / | / | / | / | / | / | / | / | / | / |
| Lamin A splicing | -15% | -7% | -18% | -10% | -10% | ? | -2% | -9% | -4% | -4% |
| aGlu spleen mod | -11% | -5% | -5% | -11% | -1% | -5% | -6% | -3% | -5% | -4% |

21) O=C(O)Cc1cc(I)c(Oc2cc(I)c(O)c(I)c2)c(I)c1
22) Nc1nc2[nH]c(=O)[nH]c2c(=O)[nH]1
23) COc1ccc(C2OC3C(CO)OC(n4cnc5c(=O)[nH]c(N)nc54)C3O2)cc1 (stereo not given)
24) CC(=O)Oc1ccc2c(c1)CCC1C2CC[C@@]2(C)C1CC(OC(C)=O)C2OC(C)=O (stereo not given in full)
25) CC(=O)OC1CC[C@]2(C)C(CC[C@@]3(C)C2C(=O)C=C2C4C(C)C(C)CC[C@@]4(C(=O)O)CCC23C)C1(C)C (stereo not given in full)
26) C=C1C(=O)OC2C1CC/C(C)=C/CCC1(C)OC21 (stereo not given)
27) C=C1CCC2C(CC2(C)C)C(=O)CCC1O (stereo not given)
28) Cc1cc(=O)oc2cc(O)c(O)cc12
29) CC1=C(CCC(=O)O)c2cc3nc(cc4[nH]c(cc5[nH]c(cc1n2)c(C)c5C(C)O)c(C)c4C(C)O)C(C)=C3CCC(=O)O (stereo not given)
30) COC1C(O)C(O)C(O)C(O)C1O (stereo not given)

| screen / no. | 21 | 22 | 23 | 24 | 25 | 26 | 27 | 28 | 29 | 30 |
| --- | --- | --- | --- | --- | --- | --- | --- | --- | --- | --- |
| GAA glycogen | / | / | / | / | / | / | / | / | / | / |
| CBFb RUNX1 block | / | / | / | / | / | / | / | / | / | / |
| Lamin A splicing | -9% | -2% | -7% | -3% | ? | ? | -2% | 7% | 8% | -4% |
| aGlu spleen mod | -2% | 5% | 1% | 6% | 5% | 3% | 0% | -6% | 5% | -1% |

31) COc1c2ccoc2cc2oc(C)cc(=O)c12
32) COc1cc(OC)c2c(=O)c(-c3ccccc3)c(C)oc2c1OC
33) C[C@@]12C(=O)OC(=O)[C@@]1(C)C1CCC2O1
34) CC1(C)OC2C(CO)OC(n3cnc4c(=O)[nH]c(N)nc43)C2O1 (stereo not given)
35) CCCCCCCCCCCCCc1ccco1
36) O=c1c(O)c(-c2ccccc2)oc2ccc3occc3c12
37) COc1cc(O)c(C(=O)c2ccccc2)cc1O
38) COc1ccc(-c2coc3c(O)c(OC)ccc3c2=O)cc1
39) CC(C)C1=CC2=CC[C@@H]3[C@](C)(CO)CCC[C@]3(C)C2CC1 (stereo not given in full)
40) C[C@@]12CCC3c4ccc(OS(=O)(=O)O)cc4CCC3C1CCC2O (stereo not given in full)

| screen / no. | 31 | 32 | 33 | 34 | 35 | 36 | 37 | 38 | 39 | 40 |
| --- | --- | --- | --- | --- | --- | --- | --- | --- | --- | --- |
| GAA glycogen | / | / | / | / | / | / | / | / | / | / |
| CBFb RUNX1 block | / | / | / | / | / | / | / | / | / | / |
| Lamin A splicing | -3% | -5% | ? | -4% | -4% | ? | ? | ? | ? | -4% |
| aGlu spleen mod | -3% | 7% | -10% | 4% | 6% | -6% | -6% | 3% | -7% | 3% |

41) CC1CCC2C(C)(C)C3CC12CC[C@]3(C)O (stereo not given in full)
42) COc1c(Cl)ccc(Cl)c1C(=O)O
43) Cc1cc(=O)oc2c(O)c(O)ccc12
44) COc1ccc(-c2cc(=O)c3c(O)c(OC)c(OC)c(OC)c3o2)cc1
45) C=C1C(N)CC2CC1C2(C)C (stereo not given)
46) CC(=O)O[C@](C)(CCC=C(C)C)C1CC=C(C)CC1 (stereo not given in full)
47) Nc1nc2c([nH]c(=S)n2C2OC(CO)C(O)C2O)c(=O)[nH]1 (stereo not given)
48) COc1c2c(cc3occ(-c4ccc5c(c4)OCO5)c(=O)c13)OC(C)(C)C=C2
49) COc1ccc(-c2coc3cc(O)ccc3c2=O)c(OC)c1O
50) CCOC(=O)c1c(C)cc(O)c(C)c1O

| screen / no. | 41 | 42 | 43 | 44 | 45 | 46 | 47 | 48 | 49 | 50 |
| --- | --- | --- | --- | --- | --- | --- | --- | --- | --- | --- |
| GAA glycogen | / | / | / | / | / | / | / | / | / | / |
| CBFb RUNX1 block | / | / | / | / | / | / | / | / | / | / |
| Lamin A splicing | ? | 10% | ? | -9% | -3% | ? | -7% | ? | -5% | -8% |
| aGlu spleen mod | -3% | 8% | -5% | -9% | -4% | -6% | -4% | -7% | 7% | -5% |

Some of these compounds in order of number of heavy atoms, low to high.
45) C=C1C(N)CC2CC1C2(C)C (stereo not given)
43) Cc1cc(=O)oc2c(O)c(O)ccc12
41) CC1CCC2C(C)(C)C3CC12CC[C@]3(C)O (stereo not given in full)
46) CC(=O)O[C@](C)(CCC=C(C)C)C1CC=C(C)CC1 (stereo not given in full)
49) COc1ccc(-c2coc3cc(O)ccc3c2=O)c(OC)c1O
44) COc1ccc(-c2cc(=O)c3c(O)c(OC)c(OC)c(OC)c3o2)cc1

| screen / no. | 45 | 43 | 41 | 46 | 49 | 44 |
| --- | --- | --- | --- | --- | --- | --- |
| GAA glycogen | / | / | / | / | / | / |
| CBFb RUNX1 block | / | / | / | / | / | / |
| Lamin A splicing | -3% | ? | ? | ? | -5% | -9% |
| aGlu spleen mod | -4% | -5% | -3% | -6% | 7% | -9% |

(cont.)
51) NC(CCC(=O)NC(CCSC(CC(=O)O)C(=O)O)C(=O)NCC(=O)O)C(=O)O (stereo not given)
52) COc1cc(NS(C)(=O)=O)ccc1Cc1c2ccccc2nc2ccccc12
53) COc1ccc(-c2cc(=O)c3ccccc3o2)cc1OC
54) CC1CC[C@@]2(C(=O)O)CC[C@]3(C)C(=CCC4[C@@]5(C)CCC(O)C(C)(C)C5CC[C@@]43C)C2C1C (stereo not given in full)
55) O=c1cc(-c2cc(O)c(O)c(O)c2)oc2cc(O)cc(O)c12
56) O=c1ccn(C2OC(COP(=O)(O)OP(=O)(O)OP(=O)(O)O)C(O)C2O)c(=O)[nH]1 (stereo not given)
57) COc1ccc(-c2oc3cc(O[C@@H]4OC(CO)C(O)C(O)C4O)c(OC)c(O)c3c(=O)c2OC)cc1O (stereo not given in full)
58) C=C[C@](C)(O)CCC1C(=C)CCC2[C@@](C)(CO)CCC[C@@]12C (stereo not given in full)
59) COc1ccc(-c2ccc(OC)cc2)cc1

| screen / no. | 51 | 52 | 53 | 54 | 55 | 56 | 57 | 58 | 59 |
| --- | --- | --- | --- | --- | --- | --- | --- | --- | --- |
| GAA glycogen | / | / | / | / | / | / | / | / | 0% |
| CBFb RUNX1 block | / | / | / | / | / | / | / | / | / |
| Lamin A splicing | -9% | ? | -10% | ? | 23% | -1% | ? | ? | / |
| aGlu spleen mod | -6% | 5% | 10% | -7% | -3% | -1% | -5% | 1% | -2% |

Reformatted as tab-separated lines: 5 of the compounds above
entry	SMILES	GAA glycogen	CBFb RUNX1 block	Lamin A splicing	aGlu spleen mod
52	COc1cc(NS(C)(=O)=O)ccc1Cc1c2ccccc2nc2ccccc12	/	/	?	5%
55	O=c1cc(-c2cc(O)c(O)c(O)c2)oc2cc(O)cc(O)c12	/	/	23%	-3%
59	COc1ccc(-c2ccc(OC)cc2)cc1	0%	/	/	-2%
57	COc1ccc(-c2oc3cc(O[C@@H]4OC(CO)C(O)C(O)C4O)c(OC)c(O)c3c(=O)c2OC)cc1O (stereo not given in full)	/	/	?	-5%
53	COc1ccc(-c2cc(=O)c3ccccc3o2)cc1OC	/	/	-10%	10%
